Screens as filed in PubChem.
MEX-5 binding = MEX-5 zinc finger RNA-binding disruptors – biochemical, C. elegans, fluorescence polarization, MLPCN library, primary screen. MEX-5/FITC-TCR2 RNA binding; active compounds read low. activity score (negative = inhibition of binding), % at 10 µM. 0.38% of 300,000 active;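 active means inhibition past about -25% in most replicates, and total fluorescence under double the plate's negative control median, limit read from the data; inconclusive means replicates evenly split on the limit, or fluorescence at least double controls; inactive means too little inhibition in most replicates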;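 further: 0% = DMSO and -100% = 5 µM competing unlabeled TCR2 RNA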
Target sequence (Q9XUB2 whole entry, looked up): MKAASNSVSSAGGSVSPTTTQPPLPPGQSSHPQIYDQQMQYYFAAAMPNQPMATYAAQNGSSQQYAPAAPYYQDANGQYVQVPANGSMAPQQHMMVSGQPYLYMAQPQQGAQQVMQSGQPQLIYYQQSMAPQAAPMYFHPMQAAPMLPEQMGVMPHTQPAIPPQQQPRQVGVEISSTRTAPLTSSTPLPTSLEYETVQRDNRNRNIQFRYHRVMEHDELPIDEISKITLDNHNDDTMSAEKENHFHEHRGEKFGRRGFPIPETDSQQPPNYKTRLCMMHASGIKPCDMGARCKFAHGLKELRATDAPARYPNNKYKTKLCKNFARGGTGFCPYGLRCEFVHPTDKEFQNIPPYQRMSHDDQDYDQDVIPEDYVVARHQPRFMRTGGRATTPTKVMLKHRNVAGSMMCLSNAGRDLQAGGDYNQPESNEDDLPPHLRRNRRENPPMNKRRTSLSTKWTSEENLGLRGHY
Bcl-xL primary = inhibitors of human Bcl-xL, primary screen, biochemical, fluorescence polarization, HTS; Bcl-2-like protein 1 (Homo sapiens), Q07817; GST-Bcl-xL / FITC-Bim BH3 peptide fluorescence polarization; inhibition, % at 10.9 µM; 0.7% of 320,000 active; AID 2129, 2009;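 active means inhibition above the mean of all tested compounds plus 3 SD, cutoff set per campaign, cut at about 30% in these data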;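 further: 0% = DMSO wells and 100% = unlabeled Bim-BH3 peptide competitor; inhibitors lower millipolarization by displacing the labeled peptide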
VLA-4 inh = inhibition in human VLA-4 binding assay, primary screen, VLA-4 allosteric modulator project, MLPCN library, flow cytometry, VLA-4 expressing cells; ligand binding flow cytometry; inhibition, % (about 7 µM as worked out from the volumes in the protocol); 0.2% of 330,000 active; AID 2557, 2010; in the data active means inhibition above about 50%
Yeast superoxide = reduction of superoxide in aged yeast, primary screen, HTS | S. cerevisiae aged cells, superoxide DHE fluorescence; active compounds read low | superoxide response (% of plate mean), % at 10 µM | 0.18% of 330,000 active;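 active means superoxide response under a set limit, about three screen SD below normal, cut at about 65% in these data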;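 further: yeast aged for seven days with compound at 30 °C before DHE staining; 100% = average MFI of all compound-treated wells on the plate with controls excluded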
CIT2 TOR yeast = modulators of CIT2-GFP expression in yeast, primary screen, S. cerevisiae, GFP fusion, multiplex flow cytometry, MLPCN library | S. cerevisiae CIT2-GFP strain, 3 h; 100 means same as DMSO wells | GFP response vs DMSO, % at 10 µM | 0.065% of 320,000 active;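 active means GFP response relative to DMSO above a set limit, near the screen mean plus 3 SD, cut at about 150% in these data; inconclusive means Fewer than 70 cells measured for a yeast strain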;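 further: ratio of well median GFP fluorescence to mean of DMSO wells on the plate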
GRK2 inh = compounds blocking aptamer binding on GRK2 – biochemical, human GRK2, bead flow cytometry, HTS, primary screen | Beta-adrenergic receptor kinase 1 (Homo sapiens), P25098 | FAM-aptamer displacement from GRK2 | inhibition of aptamer binding, % at 10 µM | 0.59% of 330,000 active | AID 488847, 2010;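 active means inhibition of aptamer binding above 40%, roughly 3 SD of noise, on plates passing a quality check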;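 further: median bead fluorescence of bound FAM aptamer so fluorescent compounds give negative values; no value below 0 was filed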
AGP1-GFP MLPCN = modulators of AGP1-GFP expression in yeast TOR pathway, primary screen, cell-based, multiplex flow cytometry, S. cerevisiae, MLPCN library | 3 h; GFP as percent of DMSO wells | GFP response vs DMSO, % at 10 µM | 0.02% of 320,000 active | AID 2066, 2009;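 active means GFP response relative to DMSO above a set limit, near screen average plus 3 SD, cut at about 150% in these data; inconclusive means fewer than 70 cells counted for the yeast strain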;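 further: median GFP channel fluorescence of the gated AGP1 strain per well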
MCL1-BIM inh = inhibitors of MCL1 binding to BIM-BH3, primary screen, biochemical, fluorescence polarization; GST-MCL1 / FITC-Bim-BH3 fluorescence polarization; inhibition, % at 10.9 µM; 0.68% of 320,000 active;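 active means inhibition above the mean inhibition of all tested compounds plus 3 SD, set per campaign, cut at about 40% in these data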;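 further: 0% = DMSO wells and 100% = unlabeled Bim-BH3 peptide control; higher means more loss of mP so more displacement of Bim peptide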
Target sequence (Q07820 whole entry, looked up): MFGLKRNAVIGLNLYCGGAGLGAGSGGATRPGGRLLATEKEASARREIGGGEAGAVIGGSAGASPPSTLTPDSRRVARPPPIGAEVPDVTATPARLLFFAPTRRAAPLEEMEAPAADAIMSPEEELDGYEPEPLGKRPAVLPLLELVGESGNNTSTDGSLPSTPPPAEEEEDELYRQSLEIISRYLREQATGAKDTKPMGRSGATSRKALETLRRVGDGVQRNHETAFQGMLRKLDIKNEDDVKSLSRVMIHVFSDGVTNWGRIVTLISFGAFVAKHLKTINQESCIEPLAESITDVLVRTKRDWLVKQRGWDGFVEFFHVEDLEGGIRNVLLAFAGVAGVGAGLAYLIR
GLD-1 RNA inh = GLD-1/TGE RNA complex disruptors, primary screen, biochemical, fluorescence polarization; inhibition, % at 5.96 µM; Female germline-specific tumor suppressor gld-1 (Caenorhabditis elegans), Q17339; purified GLD-1 + fluorescein TGE RNA; 0.44% of 320,000 active; AID 2280, 2010;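 active means percent inhibition above a per-plate cutoff, the plate mean of test compounds plus 3 SD, cut at about 30% in these data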;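 further: 0% = DMSO wells with GLD-1 and probe and 100% = wells lacking GLD-1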
Starred values were filed as active, the others as inactive; ? = inconclusive; / = no result given. Hits appear at their usual frequency; any-hit rate near 2.1%.

1: CS(=O)(=O)N(Cc1ccccc1)c1ccc(C(=O)NCc2ccccc2)cc1
2: CCOC(=O)CSc1ncc(OC)c(=O)[nH]1
3: COCCCNC(=O)Cn1ccc(NC(=O)OCc2ccccc2)nc1=O
4: COC(=O)c1cc2ccccc2c(=O)s1
5: CN(C)CCCN(C(=O)c1cc2ccccc2oc1=O)c1nc2c(F)cccc2s1
6: COc1cc(Cl)cc(C=O)c1OCC(=O)O
7: Cc1cccc(C)c1NC(=O)Cn1c(=O)n(CCCC(=O)NC2CCN(Cc3ccccc3)CC2)c(=O)c2ccccc21
8: COc1ccc(/C=N\NC(=O)c2ccc([N+](=O)[O-])c(C)c2)cc1COc1ccccc1C(N)=O
screen / no. | 1 | 2 | 3 | 4 | 5 | 6 | 7 | 8
MEX-5 binding | 1.6 | 2.8 | / | -1.9 | -2.0 | -1.6 | 1.9 | -0.4
Bcl-xL primary | 3.7 | 6.2 | -2.2 | 2.3 | 2.2 | -1.3 | -1.0 | -0.3
VLA-4 inh | 9.9 | 36.3 | 0.0 | 2.3 | -1.1 | 6.1 | 5.3 | -11.0
Yeast superoxide | 81.7 | 106.4 | 117.1 | 113.0 | 99.9 | 93.8 | 93.4 | 103.8
CIT2 TOR yeast | 98.5 | 102.8 | 85.8 | 105.0 | 94.6 | 88.2 | 101.5 | 113.2
GRK2 inh | 1.0 | 3.0 | 0.0 | 3.0 | 0.0 | 0.0 | 0.0 | 10.0
AGP1-GFP MLPCN | 101.9 | 101.5 | 96.8 | 103.0 | 96.8 | 95.5 | 102.3 | 100.7
MCL1-BIM inh | 5.0 | -0.8 | 2.2 | 3.0 | -6.6 | 8.3 | -13.5 | -1.3
GLD-1 RNA inh | -1.6 | -2.6 | 3.8 | 4.3 | -3.9 | 0.4 | -4.0 | 8.6

9: C#CCNC(=O)c1ccc(OCc2ccccc2)cc1Cl
10: COc1ccccc1C(=O)NCCC(=O)OCC(=O)Nc1ccc(S(N)(=O)=O)cc1
11: O=C(c1ccccc1C(=O)N1CCN(c2ccc(F)cc2)CC1)N1CCN(c2ccc(F)cc2)CC1
12: O=C(O)C1C2CCC(O2)C1C(=O)Nc1ccc(Cl)cc1F (centres undefined)
13: NS(=O)(=O)c1ccc(Nc2ccccc2)c([N+](=O)[O-])c1
14: O=C(CN1C(=O)NC2(CCCC2)C1=O)Nc1ccc(C(F)(F)F)cc1
15: COCCCNC(=O)c1ccc(N(C)S(C)(=O)=O)cc1
16: Cc1ccc(C=NNC(=O)c2cc(-c3cccnc3)nc3ccccc23)o1
screen / no. | 9 | 10 | 11 | 12 | 13 | 14 | 15 | 16
MEX-5 binding | -2.5 | / | -4.7 | -0.3 | -0.3 | -0.3 | -0.1 | /
Bcl-xL primary | 0.8 | 6.9 | 11.2 | 0.4 | 8.7 | 2.0 | 0.0 | /
VLA-4 inh | -27.1 | 5.8 | 3.4 | -7.6 | 8.8 | 7.1 | -5.8 | -11.4
Yeast superoxide | 88.1 | 102.0 | 93.9 | 101.2 | 107.4 | 97.0 | 87.9 | 91.9
CIT2 TOR yeast | 80.9 | 92.0 | 105.4 | 102.8 | 89.9 | 91.2 | 106.7 | 100.1
GRK2 inh | 5.0 | 9.0 | 5.0 | 2.0 | 6.0 | 1.0 | 1.0 | 2.0
AGP1-GFP MLPCN | 93.0 | 103.1 | 109.9 | 99.7 | 88.8 | 91.2 | 101.1 | 98.0
MCL1-BIM inh | -1.5 | 5.7 | 20.7 | -16.7 | 10.5 | -7.4 | -4.2 | /
GLD-1 RNA inh | 3.1 | 4.7 | 8.5 | 3.7 | 6.6 | -1.2 | -2.3 | 4.4

17: COc1cc(CNCCO)cc(Cl)c1OCc1ccccc1Cl
18: Cn1cnnc1SC(C(=O)Nc1cccc(C(F)(F)F)c1)c1ccccc1 (centres undefined)
19: Cc1ccc(S(=O)(=O)N2CCCN(C(=O)OC(C)(C)C)CC2)cc1
20: N#Cc1cc2c([nH]c1=S)CCCCCC2
21: O=C(Nc1ccc(F)cc1)c1cc2c(s1)CCCC2
22: CCOC(=O)C1CCN(S(=O)(=O)Cc2ccccc2)C1=O (centres undefined)
23: Cc1ccc(NC(=O)c2cc3ccccc3oc2=O)cc1S(=O)(=O)N(C)C
24: Cc1nc(NCc2ccccn2)c2c3c(sc2n1)CCCC3
25: Cn1c2ccccc2c2n[nH]c(=O)nc21
26: Cc1ccc2[nH]c(CSc3ccccc3)cc(=O)c2c1
screen / no. | 17 | 18 | 19 | 20 | 21 | 22 | 23 | 24 | 25 | 26
MEX-5 binding | 2.0 | -2.3 | 3.8 | 0.4 | -2.4 | 2.0 | ? | 0.2 | 0.9 | -2.2
Bcl-xL primary | 7.4 | 2.6 | -2.1 | 7.2 | 1.3 | 4.0 | -0.6 | -0.6 | 2.3 | 6.6
VLA-4 inh | 12.5 | 10.2 | 28.5 | 2.1 | -1.1 | 11.8 | 6.0 | -7.8 | -0.5 | 16.4
Yeast superoxide | 97.5 | 99.7 | 88.1 | 98.5 | 69.4 | 91.3 | 107.3 | 98.9 | 102.8 | 107.0
CIT2 TOR yeast | 115.2 | 93.9 | 103.2 | 96.0 | 100.9 | 106.1 | 80.3 | 101.5 | 97.3 | 96.8
GRK2 inh | 0.0 | 0.0 | 0.0 | 3.0 | 0.0 | 0.0 | 1.0 | 1.0 | 2.0 | 2.0
AGP1-GFP MLPCN | 50.5 | 98.6 | 103.1 | 109.3 | 100.5 | 114.5 | 87.2 | 105.0 | 99.5 | 96.8
MCL1-BIM inh | 6.4 | 2.2 | 5.0 | 11.2 | 0.0 | 6.7 | 4.4 | -3.4 | 5.0 | 5.8
GLD-1 RNA inh | 1.6 | -2.9 | -3.7 | 0.5 | 5.3 | -1.9 | 4.6 | -0.9 | 3.0 | -2.3

Arranged by molar mass (lowest first): 9 of the compounds above
25: Cn1c2ccccc2c2n[nH]c(=O)nc21
20: N#Cc1cc2c([nH]c1=S)CCCCCC2
21: O=C(Nc1ccc(F)cc1)c1cc2c(s1)CCCC2
26: Cc1ccc2[nH]c(CSc3ccccc3)cc(=O)c2c1
15: COCCCNC(=O)c1ccc(N(C)S(C)(=O)=O)cc1
22: CCOC(=O)C1CCN(S(=O)(=O)Cc2ccccc2)C1=O (centres undefined)
19: Cc1ccc(S(=O)(=O)N2CCCN(C(=O)OC(C)(C)C)CC2)cc1
16: Cc1ccc(C=NNC(=O)c2cc(-c3cccnc3)nc3ccccc23)o1
23: Cc1ccc(NC(=O)c2cc3ccccc3oc2=O)cc1S(=O)(=O)N(C)C
screen / no. | 25 | 20 | 21 | 26 | 15 | 22 | 19 | 16 | 23
MEX-5 binding | 0.9 | 0.4 | -2.4 | -2.2 | -0.1 | 2.0 | 3.8 | / | ?
Bcl-xL primary | 2.3 | 7.2 | 1.3 | 6.6 | 0.0 | 4.0 | -2.1 | / | -0.6
VLA-4 inh | -0.5 | 2.1 | -1.1 | 16.4 | -5.8 | 11.8 | 28.5 | -11.4 | 6.0
Yeast superoxide | 102.8 | 98.5 | 69.4 | 107.0 | 87.9 | 91.3 | 88.1 | 91.9 | 107.3
CIT2 TOR yeast | 97.3 | 96.0 | 100.9 | 96.8 | 106.7 | 106.1 | 103.2 | 100.1 | 80.3
GRK2 inh | 2.0 | 3.0 | 0.0 | 2.0 | 1.0 | 0.0 | 0.0 | 2.0 | 1.0
AGP1-GFP MLPCN | 99.5 | 109.3 | 100.5 | 96.8 | 101.1 | 114.5 | 103.1 | 98.0 | 87.2
MCL1-BIM inh | 5.0 | 11.2 | 0.0 | 5.8 | -4.2 | 6.7 | 5.0 | / | 4.4
GLD-1 RNA inh | 3.0 | 0.5 | 5.3 | -2.3 | -2.3 | -1.9 | -3.7 | 4.4 | 4.6
